Assay outcomes (PubChem)
MEKK2mut PB1 HTS: signal of MEK5 binding to mutant human MEKK2 PB1 domain. bead flow cytometry, Alexa488-MEK5 binding to MEKK2 mutant. percent response, % at 10 µM. 0.35% of 290,000 active; in the data active means percent response above about 24%, passing the limit was not always enough; further: inactives centre near 1; some results filed as inactive read as strong as hits
SUMO HTRF inh: SUMOylation inhibition; HTRF SUMOylation assay, SAE1/SAE2 + UBC9, in vitro; inhibition, % at 35 µM; 0.36% of 290,000 active; in the data active means inhibition above about 50%, passing the limit was not always enough; further: strong numbers were not always called active
Target sequence (P63279 whole entry, looked up): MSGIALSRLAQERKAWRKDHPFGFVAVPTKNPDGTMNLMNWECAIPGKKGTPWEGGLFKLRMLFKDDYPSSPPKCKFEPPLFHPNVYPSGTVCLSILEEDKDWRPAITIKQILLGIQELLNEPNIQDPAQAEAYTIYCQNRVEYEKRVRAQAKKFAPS
MEKK2 WT-MEK5: raises or lowers MEK5 binding to wildtype human MEKK2 PB1 domain | Q9Y2U5 | bead flow cytometry, Alexa488-MEK5 binding to MEKK2 WT; actives lie on both sides | binding response (% of control), % at 10 µM | 1.1% of 290,000 active; in the data active means binding response below about 67% or above about 130%
CRFR2-BP antag: blocks CRF-induced signaling of the CRF-BP/CRF-R2 complex | 0.59% of 350,000 active | HEK293 CRF-R2/CRF-BP, CRF-induced calcium fluorescence | inhibition, % at 11.8 µM;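 active means inhibition of the ligand-induced calcium signal above about 50% at the single tested concentration, limit read from the data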
CRFBP-R2 agonist: agonists of human CRF-binding protein/CRF-R2 receptor complex. HEK293 CRF-R2/CRF-BP, calcium dye fluorescence (FLIPR); percent of saturating CRF peptide response. activation, % at 13.2 µM. 0.46% of 350,000 active. AID 588473;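 active means activation of at least 50%, plus an integration ratio under a set limit after plate pattern correction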;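 further: plate controls were neutral control wells without compound for no effect and CRF at EC100 for full effect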
NS3 helicase inh: HCV NS3 helicase inhibition | NS3 helicase DNA unwinding, Cy5 molecular beacon fluorescence | inhibition, % at 10.9 µM | 0.56% of 290,000 active;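 active means inhibition above the mean of all tested compounds plus 3 SD, set per campaign, cut at about 35% in these data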;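 further: 0% = DMSO wells and 100% = thioflavine S control wells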
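Compound dosing – single dose, 10.9 µM nominal final, DMSO 0.8% final · System – NS3 helicase fragment of HCV · Buffer or medium – MOPS pH 6.5, MgCl2, DTT, Tween20, BSA · Signal – Cy5 beacon fluorescence read at start and 1 h · Also added – annealed dual-labelled DNA beacon duplex, ATP-started · Schedule – 1 h at 25 °C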
GalR3 antagonist: human GalR3 antagonism | 0.44% of 360,000 active | inhibition, % at 3 µM | HEK293 GalR3-CNG cAMP membrane potential fluorescence; galR3 body fused to GalR1 C-terminus | AID 651719;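 active means inhibition above the screen-wide average plus 3 SD, cut at about 13% in these data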;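 further: forskolin and galanin both at EC90 stimulate the cells; cAMP rise reported by CNG channel membrane potential dye signal; 0% = forskolin plus galanin with DMSO and 100% = forskolin alone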
Target sequence (O60755 1-299 limits assumed): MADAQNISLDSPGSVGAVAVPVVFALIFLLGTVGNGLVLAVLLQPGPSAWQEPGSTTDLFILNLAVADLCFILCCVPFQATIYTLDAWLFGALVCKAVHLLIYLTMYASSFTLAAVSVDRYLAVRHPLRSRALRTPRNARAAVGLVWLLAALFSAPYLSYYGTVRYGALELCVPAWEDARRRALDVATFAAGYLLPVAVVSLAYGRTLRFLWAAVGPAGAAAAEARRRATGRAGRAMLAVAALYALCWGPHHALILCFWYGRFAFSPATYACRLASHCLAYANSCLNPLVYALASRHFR
MEKK3 PB1 HTS: modulators (inhibitors or enhancers) of MEK5 binding to human MEKK3 PB1 domain | binding response (% of control), % at 10 µM | Q99759 | 1.4% of 290,000 active | bead-based flow cytometry, Alexa488-MEK5 binding to MEKK3; actives lie on both sides; 0 = blocked by unlabeled MEK5, 100 = vehicle;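 active means binding response more than 3 SD above or below the average of its plate-row segment, actives on both sides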;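 further: Alexa488 bead fluorescence after subtracting the streptavidin-only scavenger bead signal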
DNA FID counter: counter-screen for HCV NS3 helicase inhibitors: DNA intercalator displacement | 0.17% of 290,000 active | DNA fluorescent intercalator displacement, fluorescence | AID 1845 | inhibition, % at 7.9 µM; in the data active means inhibition above about 37%;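 further: 0% = vehicle and 100% = reference compound; higher means more ethidium bromide displaced from hairpin DNA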
Active calls of the source: *; . = no result given. A portion of the library; count on the stated rates, not on these rows.

Each structure is followed by: CRFR2-BP antag	MEKK3 PB1 HTS	CRFBP-R2 agonist	MEKK2 WT-MEK5	SUMO HTRF inh	GalR3 antagonist	DNA FID counter	NS3 helicase inh	MEKK2mut PB1 HTS
Cc1snc(SCc2cccc(Cl)c2)c1C#N
    11	106	-0.1	109	2	-7	-5	3	9
COC(=O)[C@H]1Cc2cnoc2C[C@]1(C)C(=O)O
    1	99	-0.6	102	-1	1	5	1	0
COc1ccc(C(=O)NCc2ccco2)cc1S(=O)(=O)N1CCOCC1
    -1	105	0.8	106	2	-7	-5	-5	9
COc1cc(/C=N/NC(=O)c2cccc([N+](=O)[O-])c2)ccc1O
    3	104	-2.9	101	-9	-5	0	7	3
COC(=O)c1ccccc1CSc1nsc(/C=C/N(C)C)c1C#N
    -22	98	2.4	103	-8	.	-7	23	-1
S=c1[nH]nc(-c2ccco2)n1/N=C/C=C/c1ccccc1
    6	.	5.5	.	2	-4	-15	8	.
Cc1ccc(CC(=O)NCCC(=O)O)cc1
    -1	104	1.4	105	-7	-4	-1	2	5
COc1cccc(C(=O)COc2ccc(NC(=O)c3cccs3)cc2)c1
    -4	100	-4.8	101	-3	-5	-5	-4	1
CNc1nc(OCCNC(=O)Nc2ccccc2)nc(N2CCOCC2)n1
    -22	97	-0.8	95	12	-2	-6	8	-2
Cc1ncc(CO)c(/C=N/NC(=O)c2cc(O)c(O)c(O)c2)c1O
    .	99	.	96	58	.	-4	-4	-2
CN(C)S(=O)(=O)c1ccc(C(=O)Nc2ccc(CN3CCCC3)cc2)cc1
    -5	100	0.9	103	11	1	8	-7	6
COc1ccc(OCCC(=O)c2ccc(OC)cc2)cc1
    12	102	-0.3	103	11	-3	-9	-1	1
Cc1ccc(CCNC(=O)c2ccc(CS(=O)(=O)Cc3ccc(F)cc3)o2)cc1
    3	96	0.4	94	4	0	-30	1	0
O=C(Nc1ccccc1F)Nc1ccccc1F
    -8	99	-1.1	96	12	-7	-1	0	-3
O=C(N/N=C/c1cc(Br)ccc1O)c1cccc(N2CCCC2=O)c1
    -19	89	9.4	96	13	-4	-5	26	-2
CCC(=O)N1c2ccc(S(=O)(=O)CCC(=O)Nc3ccc(OC)cc3OC)cc2CC1C (stereo not drawn)
    -1	102	-1.2	104	9	-4	-33	19	5
Cc1nn(C)cc1/C=N\NC(=O)Cc1ccc([N+](=O)[O-])cc1
    6	91	-1.1	95	13	-8	2	-9	-2
CC1CN(Cc2ccc(Cl)cc2Cl)CC(C)O1 (stereo not drawn)
    9	105	1.2	102	6	-6	2	-1	8
O=C(O)CCCCCNc1ccc2nsnc2c1[N+](=O)[O-]
    12	102	-2.6	108	52	-1	9	4	1
COc1ccccc1NC(=O)CN1CCN(CC(=O)Nc2cc(NC(C)=O)ccc2OC)CC1
    4	100	-1.0	95	-4	0	-20	-1	3
CCOC(=O)c1ccc(NC(=O)NCc2ccncc2)cc1
    21	107	-2.5	106	6	-2	-1	2	3
Cc1ccnc(NC(=O)CCC(=O)N(CC(=O)NC(C)(C)C)Cc2ccc3c(c2)OCO3)c1
    -10	101	-0.3	102	0	0	-35	-16	-3
COc1cc(NC(=O)CN(c2ccc(C)cc2)S(=O)(=O)c2c(C)n[nH]c2C)cc(OC)c1
    -12	104	0.6	107	-30	-1	-16	-17	12
CS(=O)(=O)N(CC(=O)N1CCN(c2ccc(F)cc2)CC1)c1cccc(Cl)c1
    -13	102	1.8	106	-15	-3	-23	0	4
O=C(Nc1nc2ccccc2s1)C1CCCN1S(=O)(=O)c1ccc(Cl)cc1 (stereo not drawn)
    -38	101	0.4	101	22	-4	-15	-12	-2
COc1ccc(CNC(=O)C2CCC(=O)N2C(C)C)c(OC)c1 (stereo not drawn)
    6	102	0.6	104	6	3	-2	4	0
O=c1[nH]c2ccc(S(=O)(=O)NCCO)cc2[nH]1
    -6	83	0.4	94	9	-5	13	8	-13
CC(C)(C)N(NS(=O)(=O)c1ccc(F)cc1)c1ccccc1
    -9	99	0.7	99	2	-6	-13	-7	-3
CCOC(=O)c1cn2nc(Oc3ccc(C#N)cc3)ccc2n1
    8	61	-3.8	60	21	-4	-3	-2	-39
O=C(Nc1ccccc1N1CCCC1)c1ccc2ccccc2c1
    16	102	-1.5	106	2	-7	-32	-1	1
Cc1ccc(NC(=S)N/N=C/c2ccc(OCCC(C)C)cc2)c(C)c1
    -20	.	8.4	.	-6	-5	-7	3	.
Cc1csc(Nc2ccc(Cl)cc2)n1
    -5	106	-0.3	107	10	-6	-2	-7	2
CCc1cc2c3c(c(=O)oc2cc1O)CCCC3
    -9	94	0.8	104	39	1	-15	5	1
Nc1nc(N)c(N=Nc2ccc(S(N)(=O)=O)cc2)c(=O)[nH]1
    9	97	-3.0	100	14	-8	4	-7	-3
CCN(CC(=O)NCc1ccc(Cl)cc1)CC(=O)NC1(C#N)CCCC1
    27	100	-0.5	100	5	-7	-21	9	-4
O=C(c1n[nH]c2ccccc12)N1CCN(S(=O)(=O)c2ccc3ccccc3c2)CC1
    -10	103	4.8	88	-21	0	-4	-2	-1
O=C(c1cc(-c2ccc(Cl)c(Cl)c2)on1)N1CCCCCC1
    -26	103	2.5	104	-12	-9	-28	-13	-2
OCCCNc1nc(-c2ccccc2)nc2c1oc1ccccc12
    -1	109	-0.6	103	13	-3	-8	-6	14
CCCn1nc(C(=O)N2CCCc3ccccc32)c2ccccc2c1=O
    -4	105	-0.4	97	4	-6	-11	-6	-2
Cc1cc(NC(=O)COc2ccccc2)n(-c2ccccc2)n1
    -20	99	1.7	96	12	-2	-10	4	2
C=CCN1C(=O)C(CC(=O)Nc2ccccc2)N(Cc2ccccn2)C1=S (stereo not drawn)
    -13	94	0.0	95	-16	-3	-14	1	-6
CCc1nc2nc(C)c(NS(=O)(=O)c3ccc(F)cc3)c(=O)n2[nH]1
    8	93	0.2	84	-4	0	-2	12	-10
CCCCOCC(O)CCc1n[nH]c(=S)n1-c1ccccc1 (stereo not drawn)
    -17	93	0.4	89	10	-8	2	-2	1
COc1ccc(CCN(C)C(=O)C2CCN(Cc3cccc(OC)c3OC)CC2)cc1OC
    -3	89	1.1	79	3	9	14	0	-12
O=C(CSc1nnc(-c2ccccn2)n1-c1ccc(Cl)cc1)Nc1ccc2c(c1)OCO2
    -7	105	-1.9	101	4	-3	-5	0	3
COc1cccc2[nH]c3c(=O)n(CCCN4CCOCC4)cnc3c12
    -6	99	1.7	99	22	-3	4	8	-2
COCCOC(=O)C1=C(C)NC(=O)NC1c1cccs1 (stereo not drawn)
    8	102	1.9	100	8	-3	0	-3	0
COc1ccc(OC)c(S(=O)(=O)N2CCN(c3ncccn3)CC2)c1
    7	103	-0.4	103	-8	-9	-17	13	0
Nc1c(C2=NCCO2)nnn1Cc1ccccc1
    4	74	-1.7	79	0	-3	1	-7	-8
Cc1ccc(NS(=O)(=O)c2ccc(C(=O)N3CC(C)OC(C)C3)cc2)cc1 (stereo not drawn)
    -29	101	83*	108	5	0	-34	-3	9
COc1cccc(NC(=O)C(C)NS(=O)(=O)c2ccc(Br)cc2)c1 (stereo not drawn)
    -6	104	-0.2	110	24	1	-13	1	9
Cc1c(Cl)cccc1N(Cc1ccc(C(=O)O)cc1)S(=O)(=O)c1ccccc1
    1	99	-0.8	99	3	-6	-37	12	-4
O=C(CNc1ccc(Cl)cc1)c1ccc(Br)cc1
    -4	98	4.7	100	5	-6	2	-2	0
O=C(CSc1nnc(CNC(=O)c2cccs2)o1)Nc1ccccc1F
    15	104	0.5	101	4	-9	-4	-1	0
CSCCCN1CC[C@@H](N2CCN(c3ccccc3F)CC2)[C@H](O)C1
    -3	105	1.5	111	-4	1	-1	24	3
Cc1c(C)n(Cc2ccc(F)cc2)c2ccc(C(=O)N3CCN(c4ccccn4)CC3)cc12
    -7	98	1.2	92	-8	0	-39	-10	2
Cc1cc(Oc2nc3ccccn3c(=O)c2/C=C(\C#N)C(=O)NC2CCS(=O)(=O)C2)ccc1Cl (stereo not drawn)
    -7	99	7.5	99	18	-9	-20	-7	-4
CCOc1ccc(N(C(=O)c2snc(C(N)=O)c2N)C(C(=O)NCC2CCCO2)c2ccc(C)o2)cc1 (stereo not drawn)
    2	104	-1.4	100	3	-9	-33	12	7

A draw from above in order of number of heavy atoms, ascending.
Each structure is followed by: CRFR2-BP antag	MEKK3 PB1 HTS	CRFBP-R2 agonist	MEKK2 WT-MEK5	SUMO HTRF inh	GalR3 antagonist	DNA FID counter	NS3 helicase inh	MEKK2mut PB1 HTS
Nc1c(C2=NCCO2)nnn1Cc1ccccc1
    4	74	-1.7	79	0	-3	1	-7	-8
COCCOC(=O)C1=C(C)NC(=O)NC1c1cccs1 (stereo not drawn)
    8	102	1.9	100	8	-3	0	-3	0
CCCCOCC(O)CCc1n[nH]c(=S)n1-c1ccccc1 (stereo not drawn)
    -17	93	0.4	89	10	-8	2	-2	1
COc1cccc(NC(=O)C(C)NS(=O)(=O)c2ccc(Br)cc2)c1 (stereo not drawn)
    -6	104	-0.2	110	24	1	-13	1	9
CSCCCN1CC[C@@H](N2CCN(c3ccccc3F)CC2)[C@H](O)C1
    -3	105	1.5	111	-4	1	-1	24	3
O=C(CSc1nnc(CNC(=O)c2cccs2)o1)Nc1ccccc1F
    15	104	0.5	101	4	-9	-4	-1	0
C=CCN1C(=O)C(CC(=O)Nc2ccccc2)N(Cc2ccccn2)C1=S (stereo not drawn)
    -13	94	0.0	95	-16	-3	-14	1	-6
Cc1c(Cl)cccc1N(Cc1ccc(C(=O)O)cc1)S(=O)(=O)c1ccccc1
    1	99	-0.8	99	3	-6	-37	12	-4
O=C(CSc1nnc(-c2ccccn2)n1-c1ccc(Cl)cc1)Nc1ccc2c(c1)OCO2
    -7	105	-1.9	101	4	-3	-5	0	3
Cc1c(C)n(Cc2ccc(F)cc2)c2ccc(C(=O)N3CCN(c4ccccn4)CC3)cc12
    -7	98	1.2	92	-8	0	-39	-10	2
Cc1cc(Oc2nc3ccccn3c(=O)c2/C=C(\C#N)C(=O)NC2CCS(=O)(=O)C2)ccc1Cl (stereo not drawn)
    -7	99	7.5	99	18	-9	-20	-7	-4
CCOc1ccc(N(C(=O)c2snc(C(N)=O)c2N)C(C(=O)NCC2CCCO2)c2ccc(C)o2)cc1 (stereo not drawn)
    2	104	-1.4	100	3	-9	-33	12	7

2 records drawn at random from the list so far, as already listed:
Each structure is followed by: CRFR2-BP antag	MEKK3 PB1 HTS	CRFBP-R2 agonist	MEKK2 WT-MEK5	SUMO HTRF inh	GalR3 antagonist	DNA FID counter	NS3 helicase inh	MEKK2mut PB1 HTS
COc1cccc2[nH]c3c(=O)n(CCCN4CCOCC4)cnc3c12
    -6	99	1.7	99	22	-3	4	8	-2
CSCCCN1CC[C@@H](N2CCN(c3ccccc3F)CC2)[C@H](O)C1
    -3	105	1.5	111	-4	1	-1	24	3
